High-throughput results from PubChem.
E-selectin induc: induces E-selectin expression in human endothelial cells; P16581; activation, % at 7.58 µM; HUVEC E-selectin immunofluorescence imaging; normalized: neutral wells 0, TNF-alpha wells 100; hit rate 0.37% among 260,000;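 active = mean E-selectin-positive cell signal at least 10% of the positive control, reached in at least 60% of replicates, without over 20% cell loss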;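 also: in these data hits start at about 27%; measured in HUVEC primary endothelial cells; signal is the percent of cells scored E-selectin positive by PE staining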
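Material: HUVEC primary endothelial cells; Amount: 3,000 cells per well; Dosing: single concentration; Medium: EGM-2 growth medium on 0.1% gelatin-coated wells; Read-out basis: percent E-selectin-positive cells; Signal: immunofluorescence imaging; Control set: TNF-alpha, DMSO.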
EWS-Fli inh: blocks EWS/Fli oncoprotein-driven transcription; A673 NR0B1-luciferase reporter, viability-normalised; hit rate 0.67% among 350,000; AID 651661; inhibition, % at 12.6 µM;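 active = mean inhibition of at least 50% after viability correction, with every replicate also passing that limit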;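 also: firefly luciferase signal divided by Alamar Blue viability fluorescence both relative to DMSO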
Xi reactivation: activators of X-chromosome reactivation in mouse fibroblasts. XiGFP mouse fibroblasts, % GFP-positive cells imaging, 3 d; cells co-treated with 5-aza-dC sensitizer; scaled so ellipticine positive control = 100%. activation, % at 7.58 µM. hit rate 0.055% among 360,000. AID 743238;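 active = mean normalized replicate activation at least 10% and every replicate at or above 10%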;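 also: 0% = median of on-plate neutral control wells and 100% = ellipticine 6 µM median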
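Assay system – SV40-immortalized XiGFP fibroblast cells, line 68-5-11 · Buffer or medium – DMEM supplemented with 5-aza-dC as sensitizing agent · Dosing – one concentration, pinned · Benchmarks – positive control ellipticine, 6 µM final · Times – 3 days compound exposure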
FN deposition inh: fibronectin deposition inhibition. AH1F fibroblasts, Alexa488-fibronectin deposition fluorescence, overnight. inhibition, % at 12.6 µM. hit rate 0.086% among 350,000. AID 743247;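 active = mean inhibition across replicates of 30% or more, regardless of how many single replicates reach that level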;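 also: positive control wells lacked labelled fibronectin entirely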
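material = AH1F fibroblast monolayer depositing Alexa488-labelled fibronectin into matrix | amount = 10000 AH1F cells/well | buffer or medium = DMEM plus 2% serum, read in PBS | incubation = 1 h cell adhesion before compound, then overnight fibronectin incubation | detection = fluorescence at 485 nm excitation, 525 nm emission | evaluation = percent inhibition as loss of matrix-bound fibronectin fluorescence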
RAD54 inh: RAD54 (human) branch migration inhibition. inhibition, % at 10.4 µM. hit rate 0.14% among 360,000. RAD54 Holliday junction branch migration, FAM/BHQ fluorescence. AID 602329;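 active = mean normalized replicate activity at least 40 and at least half of replicates scoring 40 or more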;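 also: 0% = median of neutral control wells and 100% = median of positive control wells; inhibitors cause a drop in the FAM fluorescence signal; in these data hits start at about 50%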
RAD52 anneal inh: RAD52 (human) annealing inhibition; hit rate 0.46% among 360,000; recombinant RAD52 DNA annealing, FRET fluorescence; inhibition, % at 18.7 µM; AID 651710;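 active = every replicate showing at least 50% inhibition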
Target sequence (P43351 whole entry, looked up): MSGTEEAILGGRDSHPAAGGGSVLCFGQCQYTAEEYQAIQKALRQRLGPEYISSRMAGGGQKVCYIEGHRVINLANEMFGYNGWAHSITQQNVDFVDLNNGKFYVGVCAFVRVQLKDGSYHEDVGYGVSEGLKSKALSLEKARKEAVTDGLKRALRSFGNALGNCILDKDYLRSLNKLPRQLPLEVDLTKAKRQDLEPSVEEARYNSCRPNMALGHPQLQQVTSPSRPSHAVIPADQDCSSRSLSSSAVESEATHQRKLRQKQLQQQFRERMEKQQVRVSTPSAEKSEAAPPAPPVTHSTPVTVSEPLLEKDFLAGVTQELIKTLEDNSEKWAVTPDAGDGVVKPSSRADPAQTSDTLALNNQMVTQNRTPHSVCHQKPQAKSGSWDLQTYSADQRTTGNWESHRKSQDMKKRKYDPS
esBAF inh: inhibitors of esBAF chromatin remodeling in mouse ES cells; hit rate 2% among 350,000; reporter increase, % at 12.5 µM; Bmi1-luciferase knock-in reporter, 24 h; 100% = twice the neutral-well signal; in the data active = activation above about 40%;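 also: 0% = median of the plate's neutral control wells and 100% = double that signal; a rise in the Bmi1 reporter signal indicates esBAF inhibition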
S100A4 inh HTS: inhibitors of human S100A4 binding to myosin IIA peptide. S100A4/TAMRA-MyoIIA peptide fluorescence polarization. hit rate 0.14% among 360,000. inhibition, % at 10.7 µM. AID 652163;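 active = mean inhibition of at least 70% across replicates, with every replicate also reaching that level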
Target sequence (P26447 whole entry, looked up): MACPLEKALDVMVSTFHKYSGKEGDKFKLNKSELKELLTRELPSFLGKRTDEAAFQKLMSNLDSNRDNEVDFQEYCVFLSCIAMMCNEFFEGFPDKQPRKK
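Test system: S100A4 monomer protein. Medium: HEPES buffer with Ca2+, pH 7.2. Reagent: fluorescent myosin IIA peptide, 5 nM. Compound dosing: single-point compound testing. Timing: 5 min between mix addition and reading. Benchmarks: DMSO neutral and TFP positive wells.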
Starred values were filed as active, the others as inactive.

How did Cc1ccc(NC(=S)N/N=C2\CC3CC=CC23)c(C)c1 (stereo not given) do in these assays?
E-selectin induc: 0.8; EWS-Fli inh: -3; Xi reactivation: 0.1; FN deposition inh: -8; RAD52 anneal inh: -4; S100A4 inh HTS: 3

How did Cc1ccc(C2=NOC3(CC(=O)N(c4ccc(C)cc4)C3=O)C2)cc1 (stereo not given) do in these assays?
EWS-Fli inh: 4; Xi reactivation: -0.1; FN deposition inh: 15; RAD52 anneal inh: 1; S100A4 inh HTS: 3

How did NC(=O)c1cccc(-c2ccnc3c2CC(C(=O)NCc2ccco2)O3)c1 (stereo not given) do in these assays?
E-selectin induc: 0.3; EWS-Fli inh: 43; Xi reactivation: 0.0; FN deposition inh: 6; RAD54 inh: -8; RAD52 anneal inh: -1; esBAF inh: -2; S100A4 inh HTS: 7

How did CC(Sc1nncs1)C(=O)NC1CCCCC1C (stereo not given) do in these assays?
E-selectin induc: 0.4; EWS-Fli inh: -1; Xi reactivation: 0.2; RAD54 inh: -5; RAD52 anneal inh: 2; esBAF inh: -2; S100A4 inh HTS: -3

What do the screens show for `Fc1cc(Br)cc(F)c1NC(=S)N1CCOCC1`?
E-selectin induc: 0.2; EWS-Fli inh: -3; Xi reactivation: 0.0; FN deposition inh: 0; RAD54 inh: 2; RAD52 anneal inh: -14; esBAF inh: -4; S100A4 inh HTS: 4

How did CC(OC(=O)c1ccc(-c2ccc([N+](=O)[O-])cc2)o1)C(=O)NC(N)=O (stereo not given) do in these assays?
E-selectin induc: 5.4; EWS-Fli inh: 3; Xi reactivation: -0.1; FN deposition inh: 4; RAD54 inh: 9; RAD52 anneal inh: -8; S100A4 inh HTS: -12

What do the screens show for `Cc1ccc2cccc(OCCCOc3ccccc3F)c2n1`?
EWS-Fli inh: -15; Xi reactivation: 0.0; FN deposition inh: 0; RAD54 inh: -1; RAD52 anneal inh: 3; esBAF inh: 15; S100A4 inh HTS: -3

Results for CC(=O)c1ccc(N2CCN(S(=O)(=O)c3cc4[nH]c(=O)c(=O)[nH]c4cc3C)CC2)cc1 ?
E-selectin induc: 0.1; EWS-Fli inh: -32; Xi reactivation: 0.1; FN deposition inh: 11; RAD54 inh: 5; RAD52 anneal inh: -8; esBAF inh: 23; S100A4 inh HTS: 0

Results for CCOc1ccc2nc(NC(=O)C3CCCN(S(=O)(=O)c4c(C)noc4C)C3)sc2c1 (stereo not given) ?
E-selectin induc: -0.1; EWS-Fli inh: -37; Xi reactivation: 0.3; FN deposition inh: -4; RAD54 inh: 0; RAD52 anneal inh: -9; esBAF inh: 14; S100A4 inh HTS: -3

Results for N#C[C@H]1[C@@H](c2ccc(C#CC3(O)CCCC3)cc2)[C@@H](CO)N1C(=O)C1CCCCC1 ?
E-selectin induc: -0.2; EWS-Fli inh: -3; Xi reactivation: 0.1; FN deposition inh: 5; RAD54 inh: -19; RAD52 anneal inh: 8; esBAF inh: 4; S100A4 inh HTS: 1

Among those listed so far, two have two or more sulfur atoms:
How did CC(Sc1nncs1)C(=O)NC1CCCCC1C (stereo not given) do in these assays?
E-selectin induc: 0.4; EWS-Fli inh: -1; Xi reactivation: 0.2; RAD54 inh: -5; RAD52 anneal inh: 2; esBAF inh: -2; S100A4 inh HTS: -3

Results for CCOc1ccc2nc(NC(=O)C3CCCN(S(=O)(=O)c4c(C)noc4C)C3)sc2c1 (stereo not given) ?
E-selectin induc: -0.1; EWS-Fli inh: -37; Xi reactivation: 0.3; FN deposition inh: -4; RAD54 inh: 0; RAD52 anneal inh: -9; esBAF inh: 14; S100A4 inh HTS: -3

The list continues:
What do the screens show for `Cc1cc(C)c(NC(=S)NC(CO)(CO)CO)c(C)c1`?
E-selectin induc: 0.2; EWS-Fli inh: 9; Xi reactivation: -0.1; FN deposition inh: 6; RAD54 inh: -4; RAD52 anneal inh: -4; S100A4 inh HTS: -3

How did O=C(NCCCn1ccnc1)c1ccc(Cl)cc1 do in these assays?
E-selectin induc: -0.3; EWS-Fli inh: 14; Xi reactivation: 0.0; FN deposition inh: 1; RAD54 inh: -1; RAD52 anneal inh: -3; S100A4 inh HTS: -31

How did COc1cccc(-n2c(CCn3nc(C)c([N+](=O)[O-])c3C)n[nH]c2=S)c1 do in these assays?
E-selectin induc: 0.0; EWS-Fli inh: 0; Xi reactivation: 0.3; FN deposition inh: 0; RAD52 anneal inh: -11; S100A4 inh HTS: -3

How did O=C(Cn1cnc2c(OCc3ccccc3)ncnc21)NCCCn1ccnc1 do in these assays?
E-selectin induc: 0.9; EWS-Fli inh: 9; Xi reactivation: 0.0; FN deposition inh: 13; RAD54 inh: 2; RAD52 anneal inh: -11; esBAF inh: 6; S100A4 inh HTS: -3

How did Cc1cc(C(=O)Nc2cccc(S(=O)(=O)N3CCOCC3)c2)c2ccccc2n1 do in these assays?
EWS-Fli inh: -3; Xi reactivation: -0.2; FN deposition inh: 11; RAD54 inh: -1; RAD52 anneal inh: -27; esBAF inh: 1; S100A4 inh HTS: -1

Results for COc1ccc([C@@H](C)NC(=O)c2ccc3oc(C(C)C)nc3c2)cc1 ?
EWS-Fli inh: -76; Xi reactivation: 0.0; FN deposition inh: 5; RAD54 inh: -8; RAD52 anneal inh: -12; esBAF inh: 64*; S100A4 inh HTS: -2

How did COc1ccc(Cl)cc1C(=O)N1CCC2(CC1)CC(=O)c1ccccc1O2 do in these assays?
EWS-Fli inh: 8; Xi reactivation: 0.4; FN deposition inh: 9; RAD52 anneal inh: -7; S100A4 inh HTS: 4

How did CC(=O)N1[C@H](CO)[C@@H](c2ccccc2)[C@@H]1CN(C(=O)c1cccc(F)c1)C(C)C do in these assays?
E-selectin induc: -0.1; EWS-Fli inh: 1; Xi reactivation: 0.1; FN deposition inh: -16; RAD54 inh: -7; RAD52 anneal inh: -1; esBAF inh: 1; S100A4 inh HTS: 14

How did C/C=C/c1ccc2c(c1)O[C@@H](CN(C)Cc1cccnc1)[C@@H](C)CN([C@H](C)CO)S2(=O)=O do in these assays?
E-selectin induc: 0.2; EWS-Fli inh: 1; Xi reactivation: 1.1; RAD54 inh: 5; RAD52 anneal inh: -2; esBAF inh: 0; S100A4 inh HTS: -7

What do the screens show for `C[C@@H]1CN([C@@H](C)CO)C(=O)c2cc(NC(=O)C3CCCCC3)ccc2O[C@@H]1CN(C)C(=O)NC1CCCCC1`?
E-selectin induc: 0.1; Xi reactivation: -1.3; FN deposition inh: -2; RAD54 inh: -3; RAD52 anneal inh: 4; esBAF inh: 0; S100A4 inh HTS: 1

How did C[C@H]1CN([C@@H](C)CO)C(=O)c2cccc(NC(=O)Nc3ccc4c(c3)OCO4)c2O[C@@H]1CN(C)S(=O)(=O)c1cn(C)cn1 do in these assays?
E-selectin induc: 0.0; EWS-Fli inh: -3; Xi reactivation: -0.9; FN deposition inh: 3; RAD54 inh: -3; RAD52 anneal inh: -12; esBAF inh: -7; S100A4 inh HTS: -10

What do the screens show for `CCn1c(N)nc2c1c(=O)n(C)c(=O)n2C`?
E-selectin induc: -0.4; EWS-Fli inh: -3; Xi reactivation: 0.0; FN deposition inh: -2; RAD54 inh: -10; RAD52 anneal inh: -4; esBAF inh: 0; S100A4 inh HTS: -8

Results for COc1cccc(SCc2noc(C(=O)NCCN(C)C)c2C(=O)NCCN(C)C)c1 ?
E-selectin induc: 0.0; EWS-Fli inh: 7; Xi reactivation: 0.5; FN deposition inh: 9; RAD54 inh: 0; esBAF inh: -3

How did COc1ccccc1NS(=O)(=O)c1ccc(C(=O)NCCCn2ccnc2)cc1 do in these assays?
E-selectin induc: -0.4; EWS-Fli inh: 0; Xi reactivation: 0.0; FN deposition inh: -3; RAD54 inh: -8; RAD52 anneal inh: -11; esBAF inh: 0; S100A4 inh HTS: -1

Results for COc1ccc2c3c(n(C)c2c1)[C@H](CO)N(C(=O)Cc1ccccc1)CC31CN(C(=O)Cc2ccccc2)C1 ?
E-selectin induc: -0.2; EWS-Fli inh: 35; Xi reactivation: 0.3; RAD52 anneal inh: -43; S100A4 inh HTS: 13

Results for COc1ccc(NC(=O)Nc2ccc3c(c2)C(=O)N([C@@H](C)CO)C[C@H](C)[C@@H](CN(C)S(=O)(=O)c2ccc(OC)cc2)OCCCC[C@@H](C)O3)cc1 ?
E-selectin induc: 0.2; EWS-Fli inh: -10; Xi reactivation: 0.0; FN deposition inh: -2; RAD54 inh: 2; esBAF inh: -1

Results for Nc1nc(-c2cccnc2)nn1C(=O)CCc1ccccc1 ?
E-selectin induc: 0.8; FN deposition inh: 6; RAD54 inh: -11; esBAF inh: -6

What do the screens show for `C[C@H]1CN([C@@H](C)CO)S(=O)(=O)c2ccc(Br)cc2O[C@@H]1CN(C)C(=O)CC1CC1`?
E-selectin induc: -0.2; EWS-Fli inh: 3; Xi reactivation: -0.7; FN deposition inh: -2; RAD54 inh: -8; RAD52 anneal inh: 8; esBAF inh: -1; S100A4 inh HTS: 0

How did O=C(OCC(=O)N1CCCc2ccccc21)c1cc(Br)ccc1O do in these assays?
E-selectin induc: -0.5; EWS-Fli inh: 3; Xi reactivation: 0.1; FN deposition inh: -2; RAD52 anneal inh: -16; S100A4 inh HTS: -5

What do the screens show for `COc1ccc(C(=O)OCc2nnc(-c3ccccc3)o2)cc1S(=O)(=O)N1CCOCC1`?
E-selectin induc: -0.1; EWS-Fli inh: -16; Xi reactivation: 0.0; FN deposition inh: 6; RAD52 anneal inh: -17; S100A4 inh HTS: -5

Results for O=C(CSc1ncn[nH]1)NNC(=O)c1ccccc1 ?
E-selectin induc: -1.3; EWS-Fli inh: -8; Xi reactivation: 0.0; FN deposition inh: -2; RAD54 inh: 6; RAD52 anneal inh: -11; esBAF inh: -4; S100A4 inh HTS: -2

What do the screens show for `CCC(C)CCN1C(Nc2ccccc2)=NC[C@@H]1C` (stereo not given in full)?
E-selectin induc: 0.0; EWS-Fli inh: -4; Xi reactivation: 0.0; FN deposition inh: 7; RAD54 inh: 3; RAD52 anneal inh: -17; esBAF inh: 5; S100A4 inh HTS: 1

How did O=C(C[C@@H]1CC[C@H](NS(=O)(=O)c2cccc(F)c2)[C@H](CO)O1)NCc1ccc2c(c1)OCO2 do in these assays?
E-selectin induc: 0.0; EWS-Fli inh: 11; Xi reactivation: -0.1; FN deposition inh: 2; RAD54 inh: 5; RAD52 anneal inh: 9; esBAF inh: 4; S100A4 inh HTS: 9

How did O=C(/C=C1\OCc2ccccc21)c1ccccc1 do in these assays?
E-selectin induc: -0.1; EWS-Fli inh: -82; Xi reactivation: -0.1; FN deposition inh: 17; RAD52 anneal inh: 10; S100A4 inh HTS: 1

How did CC1(C(=O)NS(=O)(=O)c2cccc(C#N)c2)CCN1C(=O)C1(c2ccc(Cl)cc2)CCC1 (stereo not given) do in these assays?
E-selectin induc: -0.1; EWS-Fli inh: 1; Xi reactivation: -0.1; FN deposition inh: -4; RAD54 inh: -5; RAD52 anneal inh: -16; esBAF inh: -1; S100A4 inh HTS: 6

How did Cc1ccc(C(=O)N/C(=C\c2ccccc2)C(=O)NCC2CCCO2)cc1 (stereo not given) do in these assays?
Xi reactivation: -0.1; FN deposition inh: -6; RAD54 inh: 3; esBAF inh: -1
